T cell HTS = modulates CD8 T cell binding to vesicles. 2C CD8+ T cell-vesicle binding, flow cytometry; stronger effect = lower value. calls only at 7 µM. 330,000 compounds, 0.068% hits;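 active means response, share of CD8 T cells binding vesicles, and their 90th percentile fluorescence all below set limits, cut at about 80% in these data, passing the limit was not always enough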
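incubation = binding step 1.5 h, 37 °C, antibody labelling 20 min, ice | test system = 2C mouse CD8+ T cells | read-out basis = percent CD8+ FL2 mean versus row control | controls = Peptide-free naked vesicles (low) and QL9 vesicles with 0.7% DMSO vehicle (high) | detection = flow cytometry of vesicle-bound cells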
NTR1 ag = NTR1-driven beta-arrestin-GFP spot formation – imaging, U2OS cells, high content, primary screen (AID 493036); agonist mode; activation, % at 20 µM; 330,000 compounds, 0.17% hits;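 active means activation at or above 40% of the spot to cytoplasm intensity ratio, with at least 20 cells analyzed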;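 further: 0% = DMSO without peptide and 100% = 100 nM NTR1 peptide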
Target sequence (P30989 whole entry, looked up): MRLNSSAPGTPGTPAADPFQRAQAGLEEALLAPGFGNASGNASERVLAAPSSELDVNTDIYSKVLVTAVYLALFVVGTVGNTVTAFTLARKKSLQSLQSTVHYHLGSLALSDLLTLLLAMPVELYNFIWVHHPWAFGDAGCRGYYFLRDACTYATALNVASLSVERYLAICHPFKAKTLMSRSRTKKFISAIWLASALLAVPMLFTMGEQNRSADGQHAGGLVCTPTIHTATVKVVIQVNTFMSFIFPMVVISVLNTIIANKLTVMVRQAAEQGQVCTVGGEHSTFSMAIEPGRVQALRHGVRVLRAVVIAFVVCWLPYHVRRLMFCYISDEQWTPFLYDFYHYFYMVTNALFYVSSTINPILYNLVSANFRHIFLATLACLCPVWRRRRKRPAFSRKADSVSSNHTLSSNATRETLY
PhoP inhibition = inhibitors of PhoP regulon expression, primary screen, Salmonella Typhimurium, GFP reporter (AID 1863); S. Typhimurium PhoP-regulated promoter GFP reporter, 4 h; higher % means a stronger effect; inhibition, % at 50 µM; hits with a dose series show IC50 in µM; 300,000 compounds, 0.16% hits;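 active means inhibition over 29.93%, a cutoff 3 SD above the screen mean, later confirmed by dose response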;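 further: 0% = low Mg2+ inducing control and 100% = high Mg2+ repressing control; strong numbers were not always called active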
T cell HTS vesicle-bound % = further read-out of T cell HTS, marked with its call; double positive events, %; measured here: CD8+ vesicle-bound cell fraction;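 binding gate set so that unloaded-vesicle control wells show 10% double positive cells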
NTR1 ag cell count 20 µM = also measured in NTR1 ag; calls as there; cell count; measured here: cell count, cytotoxicity flag
An asterisk follows results filed as active. A portion of the library (hit frequency here may not be typical).

Start of the data: the first six records, to show the layout:
CCCCn1c(N)c(N(CCC(C)C)C(=O)CC2OC(=O)c3ccccc32)c(=O)[nH]c1=O (stereo not drawn) was read as T cell HTS inactive, NTR1 ag -1.6, PhoP inhibition 9%, T cell HTS vesicle-bound % 59 and NTR1 ag cell count 20 µM 57.
`Cc1ccc(NC(=O)C2CC2C)cc1S(=O)(=O)N1CCOCC1` (stereo not drawn) gave T cell HTS inactive, NTR1 ag 0.0, PhoP inhibition -2%, T cell HTS vesicle-bound % 26 and NTR1 ag cell count 20 µM 62.
Screening Cc1cc(C)c(C)c(S(=O)(=O)N2CCN(C(=O)C3CSC4(C)CCC(=O)N34)CC2)c1C (stereo not drawn) returned T cell HTS inactive, NTR1 ag -0.2, PhoP inhibition -8%, T cell HTS vesicle-bound % 29 and NTR1 ag cell count 20 µM 62.
O=C(COC(=O)c1ccccc1-n1cnnn1)c1ccccc1 was read as T cell HTS inactive, NTR1 ag -0.8, PhoP inhibition -1%, T cell HTS vesicle-bound % 11 and NTR1 ag cell count 20 µM 46.
`C[C@@H](CN1CCC(Cc2ccccc2)CC1)[C@@H](O)c1ccc(O)cc1` gave T cell HTS inactive, NTR1 ag 2.2, PhoP inhibition -1%, T cell HTS vesicle-bound % 29 and NTR1 ag cell count 20 µM 66.
Screening CC(Sc1ccccc1)C(=O)NCC1COc2ccccc2O1 (stereo not drawn) returned T cell HTS inactive, NTR1 ag 2.3, PhoP inhibition -4%, T cell HTS vesicle-bound % 15 and NTR1 ag cell count 20 µM 64.

The listing, repeating the preview:
CCCCn1c(N)c(N(CCC(C)C)C(=O)CC2OC(=O)c3ccccc32)c(=O)[nH]c1=O (stereo not drawn) was read as T cell HTS inactive, NTR1 ag -1.6, PhoP inhibition 9%, T cell HTS vesicle-bound % 59 and NTR1 ag cell count 20 µM 57.
`Cc1ccc(NC(=O)C2CC2C)cc1S(=O)(=O)N1CCOCC1` (stereo not drawn) gave T cell HTS inactive, NTR1 ag 0.0, PhoP inhibition -2%, T cell HTS vesicle-bound % 26 and NTR1 ag cell count 20 µM 62.
Screening Cc1cc(C)c(C)c(S(=O)(=O)N2CCN(C(=O)C3CSC4(C)CCC(=O)N34)CC2)c1C (stereo not drawn) returned T cell HTS inactive, NTR1 ag -0.2, PhoP inhibition -8%, T cell HTS vesicle-bound % 29 and NTR1 ag cell count 20 µM 62.
O=C(COC(=O)c1ccccc1-n1cnnn1)c1ccccc1 was read as T cell HTS inactive, NTR1 ag -0.8, PhoP inhibition -1%, T cell HTS vesicle-bound % 11 and NTR1 ag cell count 20 µM 46.
`C[C@@H](CN1CCC(Cc2ccccc2)CC1)[C@@H](O)c1ccc(O)cc1` gave T cell HTS inactive, NTR1 ag 2.2, PhoP inhibition -1%, T cell HTS vesicle-bound % 29 and NTR1 ag cell count 20 µM 66.
Screening CC(Sc1ccccc1)C(=O)NCC1COc2ccccc2O1 (stereo not drawn) returned T cell HTS inactive, NTR1 ag 2.3, PhoP inhibition -4%, T cell HTS vesicle-bound % 15 and NTR1 ag cell count 20 µM 64.
`COc1ccc(/C=C2\SC(=O)N(CCNC(=O)C3CSC4(C)CCC(=O)N34)C2=O)cc1` (stereo not drawn) gave T cell HTS inactive, NTR1 ag 0.3, PhoP inhibition -8%, T cell HTS vesicle-bound % 50 and NTR1 ag cell count 20 µM 51.
`CC(OC(=O)CCCN=C1NS(=O)(=O)c2ccccc21)C(=O)N(C)c1ccccc1` (stereo not drawn) gave T cell HTS inactive, NTR1 ag -0.9, PhoP inhibition -2%, T cell HTS vesicle-bound % 55 and NTR1 ag cell count 20 µM 47.
Screening O=C(CCNC(=O)c1ccccc1Cl)NN1C(=O)NC2(CCCCC2)C1=O returned T cell HTS inactive, NTR1 ag 2.6, PhoP inhibition 0%, T cell HTS vesicle-bound % 31 and NTR1 ag cell count 20 µM 52.
Screening CC(OC(=O)/C=C/c1ccccc1)C(=O)N1CCc2ccccc21 (stereo not drawn) returned T cell HTS inactive, NTR1 ag 5.6, PhoP inhibition -5%, T cell HTS vesicle-bound % 51 and NTR1 ag cell count 20 µM 73.
For Cc1ccc(N(Cc2ccccc2)C(=O)c2cccc(S(=O)(=O)N3CCOCC3)c2)cc1 the results were T cell HTS inactive, NTR1 ag 2.1, PhoP inhibition 0%, T cell HTS vesicle-bound % 56 and NTR1 ag cell count 20 µM 63.
For CC(C)CN(C(=O)CCCc1nc2ccccc2c(=O)[nH]1)c1c(N)n(Cc2ccccc2)c(=O)[nH]c1=O the results were T cell HTS inactive, NTR1 ag 1.0, PhoP inhibition -8%, T cell HTS vesicle-bound % 30 and NTR1 ag cell count 20 µM 56.
COc1ccccc1NC(=O)c1cnc(SCC(=O)NCC2CCCO2)n(C)c1=O (stereo not drawn) was read as T cell HTS inactive, NTR1 ag 6.7, PhoP inhibition -6%, T cell HTS vesicle-bound % 45 and NTR1 ag cell count 20 µM 53.
`CCCCCN(C(=O)CCC(=O)OCC(=O)c1ccc(F)c(F)c1)c1c(N)n(CCCC)c(=O)[nH]c1=O` gave T cell HTS inactive, NTR1 ag 1.0, PhoP inhibition 3%, T cell HTS vesicle-bound % 23 and NTR1 ag cell count 20 µM 58.
Screening CCOc1ccc(NC(=O)CN(C)C(=O)c2cc(S(=O)(=O)N(C)C)ccc2N2CCCC2)cc1OCC returned T cell HTS inactive, NTR1 ag -0.2, PhoP inhibition -1%, T cell HTS vesicle-bound % 42 and NTR1 ag cell count 20 µM 63.
Cc1nc2ccc(NC(=O)CS(=O)(=O)c3ccc(F)cc3)cc2s1 was read as T cell HTS inactive, NTR1 ag 0.0, PhoP inhibition -8%, T cell HTS vesicle-bound % 43 and NTR1 ag cell count 20 µM 58.
`CN(c1ccc(OCC(=O)OCc2nnc(-c3ccccc3)o2)cc1)S(=O)(=O)c1ccc(Cl)cc1` gave T cell HTS inactive, NTR1 ag 0.2, PhoP inhibition 6%, T cell HTS vesicle-bound % 26 and NTR1 ag cell count 20 µM 65.
O=C(Nc1cc(Cl)ccc1N1CCOCC1)c1ccc(N2CCCC2=O)cc1 was read as T cell HTS inactive, NTR1 ag -1.6, PhoP inhibition -1%, T cell HTS vesicle-bound % 24 and NTR1 ag cell count 20 µM 53.
Cc1ccc(NC(=O)C(C)OC(=O)c2n[nH]c3ccccc23)cc1 (stereo not drawn) was read as T cell HTS inactive, NTR1 ag -0.1, PhoP inhibition -10%, T cell HTS vesicle-bound % 37 and NTR1 ag cell count 20 µM 66.
Screening CN(CC(=O)Nc1ccccc1Cl)C(=O)CSc1nncn1C returned T cell HTS inactive, NTR1 ag 1.3, PhoP inhibition 5%, T cell HTS vesicle-bound % 54 and NTR1 ag cell count 20 µM 69.
For Cn1c(SCC(=O)NCc2ccccc2)ncc(C(=O)Nc2ccccc2)c1=O the results were T cell HTS inactive, NTR1 ag 2.0, PhoP inhibition -2%, T cell HTS vesicle-bound % 10 and NTR1 ag cell count 20 µM 50.
CCc1ccccc1NC(=O)CNC(=O)c1cccc(S(=O)(=O)N2CCN(Cc3ccccc3)CC2)c1 was read as T cell HTS inactive, NTR1 ag -1.3, PhoP inhibition 6%, T cell HTS vesicle-bound % 55 and NTR1 ag cell count 20 µM 59.
CCN(C(=O)COC(=O)c1ccccc1Cc1ccccc1)C1CCS(=O)(=O)C1 (stereo not drawn) was read as T cell HTS inactive, NTR1 ag 0.8, PhoP inhibition -6%, T cell HTS vesicle-bound % 26 and NTR1 ag cell count 20 µM 59.
For CCc1noc(C)c1C(=O)N(CC)c1nc2c(C)cccc2s1 the results were T cell HTS inactive, NTR1 ag 3.5, PhoP inhibition 4%, T cell HTS vesicle-bound % 56 and NTR1 ag cell count 20 µM 57.
Screening C(=N\N=C\c1ccncc1)/c1ccncc1 returned T cell HTS inactive, NTR1 ag -3.9, PhoP inhibition -4%, T cell HTS vesicle-bound % 13 and NTR1 ag cell count 20 µM 78.
CC1(C)Cc2cccc(OCC(=O)OCC(=O)Nc3ccccc3)c2O1 was read as T cell HTS inactive, NTR1 ag 0.2, PhoP inhibition 7%, T cell HTS vesicle-bound % 52 and NTR1 ag cell count 20 µM 49.
Screening Cc1nnc(SCC(=O)N(CC(C)C)c2c(N)n(Cc3ccccc3)c(=O)[nH]c2=O)n1N returned T cell HTS inactive, NTR1 ag 0.7, PhoP inhibition -2%, T cell HTS vesicle-bound % 53 and NTR1 ag cell count 20 µM 69.
CC1CC(C)CN(C(=O)COC(=O)c2cc([N+](=O)[O-])ccc2N2CCOCC2)C1 (stereo not drawn) was read as T cell HTS inactive, NTR1 ag 0.6, PhoP inhibition 3%, T cell HTS vesicle-bound % 18 and NTR1 ag cell count 20 µM 44.
For O=C(NC1CCCCC1)c1ccc(COc2ccccc2)o1 the results were T cell HTS inactive, NTR1 ag 0.4, PhoP inhibition -1%, T cell HTS vesicle-bound % 60 and NTR1 ag cell count 20 µM 57.
Screening CCN1CCN(S(=O)(=O)c2ccc(Cl)c(C(=O)NC(C)c3ccccc3Cl)c2)CC1 (stereo not drawn) returned T cell HTS inactive, NTR1 ag 2.4, PhoP inhibition -1%, T cell HTS vesicle-bound % 28 and NTR1 ag cell count 20 µM 15.
`COc1ccc(-c2nn(-c3ccccc3)cc2C(=O)NC2CCCCC2C)cc1` (stereo not drawn) gave T cell HTS inactive, NTR1 ag 7.9, PhoP inhibition -8%, T cell HTS vesicle-bound % 11 and NTR1 ag cell count 20 µM 53.
Screening Cc1cccc(-c2nn(-c3ccccc3)cc2C(=O)NCC(c2cccs2)N2CCOCC2)c1 (stereo not drawn) returned T cell HTS inactive, NTR1 ag 3.8, PhoP inhibition -3%, T cell HTS vesicle-bound % 28 and NTR1 ag cell count 20 µM 67.
For COc1ccc(-c2nn(-c3ccccc3)cc2C(=O)N2CCN(S(=O)(=O)c3ccccc3C#N)CC2)cc1 the results were T cell HTS inactive, NTR1 ag -0.3, PhoP inhibition -1%, T cell HTS vesicle-bound % 23 and NTR1 ag cell count 20 µM 55.
Screening CC(C)CN(C(=O)C(C)N1C(=O)c2ccccc2C1=O)c1c(N)n(Cc2ccccc2)c(=O)[nH]c1=O (stereo not drawn) returned T cell HTS inactive, NTR1 ag 0.0, PhoP inhibition -6%, T cell HTS vesicle-bound % 50 and NTR1 ag cell count 20 µM 61.
CCCCN(C(=O)Cc1coc2cc(C)c(C)cc12)c1c(N)n(Cc2ccccc2)c(=O)[nH]c1=O was read as T cell HTS inactive, NTR1 ag 0.7, PhoP inhibition -6%, T cell HTS vesicle-bound % 22 and NTR1 ag cell count 20 µM 74.
For Cc1ccc(S(=O)(=O)N2CCN(c3ccc(N4CCOCC4)nn3)CC2)cc1[N+](=O)[O-] the results were T cell HTS inactive, NTR1 ag -0.6, PhoP inhibition 1%, T cell HTS vesicle-bound % 42 and NTR1 ag cell count 20 µM 60.
For CC1CCC(NC(=O)c2ccc(NC(=O)CC3SC(N4CCCC4)=NC3=O)cc2)CC1 (stereo not drawn) the results were T cell HTS inactive, NTR1 ag -0.1, PhoP inhibition 5%, T cell HTS vesicle-bound % 60 and NTR1 ag cell count 20 µM 54.
For COCCNC(=O)c1cc(-c2ccccc2)n(CC2CC(c3ccc(OC)cc3)=NO2)n1 (stereo not drawn) the results were T cell HTS inactive, NTR1 ag 0.2, PhoP inhibition -6%, T cell HTS vesicle-bound % 13 and NTR1 ag cell count 20 µM 69.
For Cc1ccc(C(CNS(=O)(=O)c2ccc(C)cc2)N2CCN(C)CC2)cc1 (stereo not drawn) the results were T cell HTS inactive, NTR1 ag 0.0, PhoP inhibition 6%, T cell HTS vesicle-bound % 52 and NTR1 ag cell count 20 µM 70.
O=C(NCC(c1ccco1)N1CCc2ccccc2C1)c1ccc([N+](=O)[O-])cc1 (stereo not drawn) was read as T cell HTS inactive, NTR1 ag 1.3, PhoP inhibition 10%, T cell HTS vesicle-bound % 38 and NTR1 ag cell count 20 µM 61.
O=c1oc(Cl)c(Cl)c2ccccc12 was read as T cell HTS inactive, NTR1 ag 0.3, PhoP inhibition -6%, T cell HTS vesicle-bound % 20 and NTR1 ag cell count 20 µM 54.
O=C(CSCc1ccccc1)N1CCN(S(=O)(=O)c2cccc(F)c2)CC1 was read as T cell HTS inactive, NTR1 ag 0.7, PhoP inhibition 8%, T cell HTS vesicle-bound % 59 and NTR1 ag cell count 20 µM 55.
Cc1c(S(=O)(=O)NC2CCCCC2)c(=O)n(C)c(=O)n1C was read as T cell HTS inactive, NTR1 ag -0.4, PhoP inhibition -6%, T cell HTS vesicle-bound % 30 and NTR1 ag cell count 20 µM 44.
C=C1C[C@H]2[C@@H]3C=C(C)C4=CC(=O)CC[C@]4(C)[C@H]3CC[C@]2(C)[C@@]1(OC(C)=O)C(C)=O was read as T cell HTS inactive, NTR1 ag 3.6, PhoP inhibition -1%, T cell HTS vesicle-bound % 25 and NTR1 ag cell count 20 µM 43.
Cc1ccc(C(=O)NCC(c2ccco2)N2CCc3ccccc32)cc1 (stereo not drawn) was read as T cell HTS inactive, NTR1 ag 2.3, PhoP inhibition -5%, T cell HTS vesicle-bound % 38 and NTR1 ag cell count 20 µM 64.

Screening data: PubChem BioAssay, several laboratories
